Screens as filed in PubChem BioAssay.
RPL19A TOR yeast – alters RPL19A-GFP fluorescence in TOR pathway yeast screen; S. cerevisiae RPL19A-GFP strain, flow cytometry, 3 h; active compounds read low; percent response vs DMSO, % at 10 µM; 0.3% of 330,000 active;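 active = percent response vs DMSO below 50%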;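 also: median channel GFP fluorescence of the barcoded RPL19A-GFP strain; ratio of sample median GFP to plate DMSO average so 100% = DMSO; lower means less RPL19A-GFP as with rapamycin TOR inhibition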
Yeast superoxide – yeast age-related superoxide inhibition as caloric restriction mimetic; S. cerevisiae aged cells, superoxide DHE fluorescence; active compounds read low; superoxide response (% of plate mean), % at 10 µM; 0.18% of 330,000 active;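 active = superoxide response under a set limit, about three screen SD below normal, cut at about 65% in these data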;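 also: yeast aged for seven days with compound at 30 °C before DHE staining; 100% = average MFI of all compound-treated wells on the plate with controls excluded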
proCasp3 act – procaspase-3 (human) activation; P42574; recombinant procaspase-3 D3A, Ac-DEVD-pNA absorbance 405 nm; activation, % at 8.5 µM; 0.11% of 330,000 active; AID 463141;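 active = activation above the mean of all tested compounds plus 3 SD, cut at about 21% in these data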;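 also: 0% = DMSO alone and 100% = DMSO wells spiked with extra 5 µM PC-3 D3A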
Target sequence (P42574 whole entry D9A/D28A/D175A): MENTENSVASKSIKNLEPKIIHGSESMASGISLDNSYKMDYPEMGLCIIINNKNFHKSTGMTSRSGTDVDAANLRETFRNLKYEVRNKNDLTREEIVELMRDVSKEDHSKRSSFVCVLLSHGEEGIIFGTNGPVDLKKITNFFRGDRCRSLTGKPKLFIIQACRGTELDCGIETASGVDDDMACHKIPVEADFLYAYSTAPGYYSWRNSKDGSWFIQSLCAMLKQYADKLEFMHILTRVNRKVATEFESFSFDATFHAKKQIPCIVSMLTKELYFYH
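Compound: 8.5 µM single point, 0.8% DMSO / Material: Autoprocessing-dead procaspase-3 D3A mutant enzyme / Timing: 1 h preincubation plus 2 h reaction at 25 °C / Medium: Zinc-free HEPES/NaCl buffer with 0.01% Triton X-100 at pH 7.4 / Technique: 405 nm absorbance of p-nitroaniline, reads at 0 and 120 min / Repeats: one well per compound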
MEP2-GFP yeast – alters MEP2-GFP fluorescence in TOR pathway yeast screen; S. cerevisiae MEP2-GFP strain, flow cytometry GFP, 3 h; 100% = DMSO control level; GFP response vs DMSO, % at 10 µM; 0.51% of 330,000 active;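 active = GFP response versus DMSO above a set limit, roughly screen mean plus 3 SD, cut at about 180% in these data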;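 also: median GFP fluorescence of the barcode-gated MEP2-GFP cells per well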
AHR act – activators of human aryl hydrocarbon receptor | AHR-responsive luciferase reporter cells, luminescence | activation, % at 5 µM | 2.5% of 320,000 active | AID 2796; in the data active = activation above about 47%;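 also: 0% = vehicle wells and 100% = reference agonist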
LAP4-GFP MLPCN – alters LAP4-GFP fluorescence in TOR pathway yeast screen | S. cerevisiae LAP4-GFP multiplex, flow cytometry GFP, 3 h; median GFP as percent of DMSO wells | GFP response vs DMSO, % at 10 µM | 0.34% of 320,000 active;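 active = GFP response vs DMSO above a set limit, about the screen mean plus 3 SD, cut at about 150% in these data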
JMJD2C inh – inhibitors of human GASC-1 (JMJD2C) demethylase | GST-JMJD2C(1-420) H3K9me3 demethylation, DELFIA europium | 0.069% of 330,000 active | inhibition, % at 2.35 µM | Q9H3R0;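 active = more than half of a compound's replicate wells show inhibition beyond 50%, single wells judged on their own value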;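 also: signal counts dimethyl H3K9 product captured on neutravidin plate; 0% = median of DMSO wells and 100% = 0.3 times that DMSO median; strong numbers were not always called active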
Target sequence (Q9H3R0 1-420 limits assumed): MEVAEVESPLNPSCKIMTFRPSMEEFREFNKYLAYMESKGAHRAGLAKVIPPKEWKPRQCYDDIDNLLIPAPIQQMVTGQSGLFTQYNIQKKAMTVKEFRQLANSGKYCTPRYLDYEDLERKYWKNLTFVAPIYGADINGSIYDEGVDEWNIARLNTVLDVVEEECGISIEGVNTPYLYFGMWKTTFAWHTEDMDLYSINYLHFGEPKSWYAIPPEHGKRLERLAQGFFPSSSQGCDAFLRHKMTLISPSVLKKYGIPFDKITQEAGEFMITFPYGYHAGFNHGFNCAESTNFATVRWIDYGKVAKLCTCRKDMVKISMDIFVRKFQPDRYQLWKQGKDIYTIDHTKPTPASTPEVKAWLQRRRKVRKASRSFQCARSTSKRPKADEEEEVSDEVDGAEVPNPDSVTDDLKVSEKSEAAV
procasp7 counter – counter-screen for procaspase-3 activators: activators of human procaspase-7 | 0.093% of 330,000 active | activation, % at 8.5 µM | recombinant procaspase-7, Ac-DEVD-pNA absorbance 405 nm; D23A/D198A/D206A triple mutant, cannot self-cleave; scale: DMSO 0, 5 µM enzyme 100 | P55210;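 active = percent activation above the screen-wide mean plus 3 SD, cut at about 25% in these data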
Target sequence (P55210 whole entry D23A/D198A/D206A): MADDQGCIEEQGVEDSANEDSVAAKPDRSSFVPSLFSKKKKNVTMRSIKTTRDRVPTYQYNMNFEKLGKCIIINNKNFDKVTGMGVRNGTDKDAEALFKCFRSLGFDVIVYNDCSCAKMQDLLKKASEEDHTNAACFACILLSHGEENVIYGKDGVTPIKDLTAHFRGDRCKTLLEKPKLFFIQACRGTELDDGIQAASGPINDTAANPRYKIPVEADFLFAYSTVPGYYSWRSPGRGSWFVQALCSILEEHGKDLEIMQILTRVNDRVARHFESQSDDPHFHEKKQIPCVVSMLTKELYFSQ
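Replicates: singlicate. Assay system: Procaspase-7 triple mutant (PC-7 D3A). Signal: 405 nm absorbance of p-nitroaniline. Times: 1 h preincubation, 2 h reaction. Buffer or medium: Zinc-free HEPES pH 7.4 with 300 mM NaCl, 0.01% Triton X-100. Also added: DEVD-pNA substrate. Benchmarks: DMSO wells as 0%, DMSO with 5 µM added PC-7 as 100%.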
Numbers without * were called inactive; / = no result given; [ ] = dose if it differs, or a comment.

SMILES	RPL19A TOR yeast	Yeast superoxide	proCasp3 act	MEP2-GFP yeast	AHR act	LAP4-GFP MLPCN	JMJD2C inh	procasp7 counter
Cc1nc2c(Br)cc(Br)cc2cc1O	98	103	0	100	7	83	3	-2
O=S(=O)(c1ccc(OCC(O)CNCc2ccco2)c(Cl)c1)N1CCOCC1 (stereo not drawn)	102	96	9	98	-1	99	-36	1
COc1ccc(NC(=O)COc2ccc(/C=C/c3cc[n+](C)cc3)cc2OC)cc1	97	85	-8	102	0	92	-23	-5
CC(C)(C)OC(=O)C[C@H]1C/C=C\C[C@@H](CC(=O)NCCO)C(=O)N2CCC[C@H]2COC1=O	105	96	2	97	0	99	-7	15
Cc1ccc2nc(SCC(=O)NCc3ccco3)nc(=O)n2c1	91	86	-3	100	-4	96	/	7
CCCCC1=CC2=CC(=O)C(C)(OC(=O)CC)C(=O)C2=CN1CCc1ccccn1 (stereo not drawn)	99	109	1	99	7	94	0	-7
Cc1c(CCO)c(=O)n2c([nH]c3ccccc32)c1C#N	103	93	7	106	9	90	-5	0
CCCOC(=O)c1ccc(NC(=O)C2CCCO2)cc1 (stereo not drawn)	99	99	6	100	2	116	-1	-8
CCC(C)(C)c1nnc(NC(=O)CCC2CCCCC2)s1	94	111	-6	95	3	109	11	-2
CC1(C(=O)NC2CCCCCCC2)CCC(=O)N1Cc1ccco1 (stereo not drawn)	98	91	-1	96	-1	92	-3	-9
O=C(N/C=C/n1cnc2cc(C(F)(F)F)ccc21)c1ccccc1F	98	101	2	99	5	96	-2	6
O=C(NCc1ccccn1)c1cc(-c2ccc(Cl)cc2)nc2ccccc12	98	96	0	106	35	100	-3	7
COc1cccc(NC(=O)COC(=O)c2c(NC(C)=O)sc(C)c2C)c1	91	77	0	98	3	87	-3	3
Cn1nc(C(=O)Nc2cccc(Cl)c2)cc1C(=O)Nc1cccc(Cl)c1	99	104	5	103	-4	86	11	-2
COC(=O)c1ccc(C)c(NC(=O)CN(c2cc(OC)ccc2OC)S(C)(=O)=O)c1	99	97	-1	103	-1	99	/	-2
COc1ccc(C)cc1NC(=O)C(OC(=O)c1cccc(S(=O)(=O)N(C)c2ccccc2)c1)c1ccccc1 (stereo not drawn)	96	98	4	91	2	100	0	11
O=C(c1ccc(N2CCCC2)c([N+](=O)[O-])c1)N1CCN(CCO)CC1	48*[may fluoresce violet]	99	1	189*[may fluoresce violet]	1	70[may fluoresce violet]	-3	0
CC1(C)CC(NC(=O)C23CCC(C)(C(=O)C2=O)C3(C)C)CC(C)(C)N1 (stereo not drawn)	103	92	-10	106	-1	103	7	2
Cc1cc(NC(=O)c2ccc(NC(=O)C(C)Oc3ccccc3)cc2)no1 (stereo not drawn)	102	85	-2	110	1	97	-2	5
CSc1sc(C(=O)N(C)C)c2c1S(=O)(=O)N(C)c1ccccc1-2	100	71	-9	94	3	116	17	0
CCOc1ccc(CCNC(=O)c2nnn(CC(=O)Nc3ccc(OC)cc3)c2N)cc1OCC	97	108	6	95	1	89	3	5
Cc1ccc(NC(=O)CSc2nc3ccccc3c3nc(CCn4cncc4C)nn23)c(C)c1	108	72	4	110	-4	101	0	-11
Cc1ccc2nc(-c3ccc4c(c3)OCCO4)cn2c1	101	111	1	98	-9	117	11	4
O=C(c1cc(-c2ccc(Cl)s2)nc2ccccc12)N1CCOCC1	100	104	2	100	7	106	2	13
Cc1ccc(NC(=O)CN2C(=O)S/C(=C\c3cc(Cl)c(OCC(=O)O)c(Cl)c3)C2=O)cc1	108	97	-2	110	-1	94	3	-11
CNC(=O)CSc1nc2cc(S(=O)(=O)Nc3ccc(OC)cc3)ccc2o1	109	95	-8	124	5	121	0	-3
C#CCOCCOCCOCCNc1nc(N2CCN(C(=O)CCCCCCCCCCNC(=O)[C@H](CCCCN)n3cc(C)nn3)CC2)nc(N2CCN(C(=O)CCCCCCCCCCNC(=O)[C@H](CCCN=C(N)N)n3cc(C[C@@H](C)CC)nn3)CC2)n1	81	110	-2	99	-1	191*	/	-2
Cc1ccc(NC(=O)Cn2c(CCC(=O)O)ccc2-c2cccs2)cc1	/	88	-8	95	1	100	-8	-17
CC1CN(C(=S)Nc2ccc(Br)cc2)CC(C)O1 (stereo not drawn)	108	106	1	105	0	85	4	-15
O=C(Nc1nncs1)c1cccc(S(=O)(=O)N2CCCCC2)c1	94	95	12	100	2	99	11	11
COc1ccccc1NC(=O)C1=C(C)NC(=O)NC1c1ccco1 (stereo not drawn)	96	91	5	91	0	104	2	0
COc1ccc(C2/C=C\CN(C(=O)c3ccc(C)cc3)[C@H](Cc3ccccc3)C(=O)N2Cc2ccc(F)cc2)cc1 (stereo partly drawn)	108	106	-1	103	2	120	2	-1
COc1cccc(C(=O)Nc2ccc3nc4n(c(=O)c3c2)CCCC4)c1	106	106	0	106	0	90	4	-6
CC(C)(C)N(Cc1ccccc1)C(=O)c1ccc(Br)o1	97	104	-2	93	-1	97	11	6
Cc1nc2c(-c3ccc(F)cc3)c(C)nn2c(C)c1CCC(=O)NCCN1CCOCC1	102	89	2	108	-1	98	0	6
CCn1c(/C=C\c2ccccc2C)nc2ccccc2c1=O	112	109	5	103	35	106	-1	7
COc1cc(/C=C2\SC(=S)N(CCCCC(=O)O)C2=O)ccc1OS(=O)(=O)c1ccc(C)cc1	92	84	-11	91	-1	95	1	-25
O=C(NC1CCCCC1)C12CC3CC(CC(Cl)(C3)C1)C2	/	93	3	/	-1	/	2	-9
O=C(Nc1ccc(Br)c2ccccc12)c1ccc2ccccc2c1O	102	99	6	106	9	108	-10	6
COC(=O)CSc1nc(C)cc(C)n1	104	98	9	99	-1	111	-31	6

Part of the list above in order of SMILES length, smallest number first:
SMILES	RPL19A TOR yeast	Yeast superoxide	proCasp3 act	MEP2-GFP yeast	AHR act	LAP4-GFP MLPCN	JMJD2C inh	procasp7 counter
CC(C)(C)N(Cc1ccccc1)C(=O)c1ccc(Br)o1	97	104	-2	93	-1	97	11	6
Cc1cc(NC(=O)c2ccc(NC(=O)C(C)Oc3ccccc3)cc2)no1 (stereo not drawn)	102	85	-2	110	1	97	-2	5
O=S(=O)(c1ccc(OCC(O)CNCc2ccco2)c(Cl)c1)N1CCOCC1 (stereo not drawn)	102	96	9	98	-1	99	-36	1
O=C(c1ccc(N2CCCC2)c([N+](=O)[O-])c1)N1CCN(CCO)CC1	48*[may fluoresce violet]	99	1	189*[may fluoresce violet]	1	70[may fluoresce violet]	-3	0
COc1ccc(C)cc1NC(=O)C(OC(=O)c1cccc(S(=O)(=O)N(C)c2ccccc2)c1)c1ccccc1 (stereo not drawn)	96	98	4	91	2	100	0	11
COc1ccc(C2/C=C\CN(C(=O)c3ccc(C)cc3)[C@H](Cc3ccccc3)C(=O)N2Cc2ccc(F)cc2)cc1 (stereo partly drawn)	108	106	-1	103	2	120	2	-1

Remaining list, next part:
SMILES	RPL19A TOR yeast	Yeast superoxide	proCasp3 act	MEP2-GFP yeast	AHR act	LAP4-GFP MLPCN	JMJD2C inh	procasp7 counter
N#C/C(=C(/O)COC(=O)c1cccnc1Cl)c1nc2ccccc2[nH]1	95	97	6	71	3	105	14	10
O=C(NCCC1=CCCCC1)C1CCCN(S(=O)(=O)c2ccc(F)cc2)C1 (stereo not drawn)	104	94	-4	114	4	106	0	3
O=C(NC1CCCCCC1)c1cccc(N2CCCC2=O)c1	98	81	0	102	34	93	2	7
CCCCCc1ccc(-c2nnc(N)s2)cc1	95	90	9	102	7	119	-10	2
c1cc(CCCc2ccncc2)ccn1	97	97	4	98	0	98	4	2
CCNS(=O)(=O)c1ccc(CCC(=O)N2CCN(c3cccc(Cl)c3)CC2)cc1	102	110	-6	108	-1	101	-6	7
C[C@@]12C(=O)Nc3cc(Cl)ccc3C(=O)N1[C@H]1c3ccccc3OC[C@@H]1[C@@H]2c1ccccc1	102	107	0	90	19	121	10	-1
Cc1cc(=O)n2nc(N3CCCC(C(=O)NCc4ccc(F)cc4)C3)sc2n1 (stereo not drawn)	102	96	6	99	-1	106	-6	3
CCN(CC)CCC(c1ccc2c(c1)OCO2)c1c(O)cc(OC)cc1OC (stereo not drawn)	99	101	9	106	0	95	-2	4
O=C(Cc1cn2ccsc2n1)NCc1ccccc1	98	90	3	107	-2	92	8	7
O=C1CCN(N=Nc2cccc(Cl)c2)N1	97	123	-13	96	11	95	-20	-20
O=C(CSc1ncn[nH]1)CSc1ncn[nH]1	106	83	-1	122	-2	115	-3	3
Cc1ccccc1CCNC(=O)C1CCCN(c2cnccn2)C1 (stereo not drawn)	97	92	7	105	48*	83	-5	7
O=c1cc(-c2ccccc2Cl)oc2c([N+](=O)[O-])c(O)cc(O)c12	97	130	-2	96	9	94	4	-2
Cc1cc(C)nc(NCC(O)CNc2ccccc2Cl)n1 (stereo not drawn)	93	104	-7	99	6	100	2	9
O=C(COC(=O)c1ccccc1[N+](=O)[O-])Nc1nnc(-c2ccccc2)o1	102	104	5	99	-2	109	-3	8
COc1ccc(CCNC(=O)CN2CCCc3ccccc32)cc1OC	102	111	-4	109	12	103	0	3
CC(C)NS(=O)(=O)c1ccc(OCC(=O)N2CCCC2)cc1	91	86	9	90	0	90	8	2
O=C(N/N=C/c1c[nH]c2ccccc12)c1ccn(Cc2ccc(Cl)cc2Cl)n1	104	111	-1	89	50*	95	-1	0
COc1ccc(C2C(C#N)=C(/N=C/N3CCOCC3)OC3=C2C(=O)CC(C)(C)C3)cc1OC (stereo not drawn)	99	94	-5	100	5	97	-3	2
O=S(=O)(c1ccc(Br)cc1Cl)N1CCN(CCO)CC1	93	89	13	106	2	114	/	-4
CN(C(=O)CSc1nnc(-c2ccc(F)cc2)c2ccccc12)C1CCS(=O)(=O)C1 (stereo not drawn)	98	114	0	102	-2	100	14	4
CC1=C([N+](=O)[O-])C(c2ccc(O)c(O)c2)NC(=O)N1 (stereo not drawn)	99	103	-2	124	0	101	27	-1
S=c1[nH]nc(-c2ccco2)n1/N=C/c1ccc(Cl)cc1	100	96	-14	99	-1	112	-9	-20
CC(C)OCCCNC(=O)CCSc1ccc(Cl)cc1	99	95	0	101	-1	107	0	-1
Oc1ccccc1C1=Nc2ncnn2C(c2ccccc2)C1 (stereo not drawn)	94	105	-1	100	6	101	-16	-18
O=C(NCCCCc1ccccc1)c1cccc([N+](=O)[O-])c1	94	104	7	120	2	138	-2	6
CC(=O)c1c(C)[nH]c(C(=O)Nc2ccc(Cl)cc2F)c1C	92	99	5	93	31	101	2	7
Cc1nc2cc(NC(=O)NCCCO)ccc2o1	104	95	-6	93	1	100	-4	0
CCC(C)Sc1cc(C)c(C#N)c2nc3ccccc3n12 (stereo not drawn)	102	103	-5	105	9	108	-3	-3
O=C(c1cccc(S(=O)(=O)N2CCN(c3ccc(F)cc3)CC2)c1)N1CCCCCCC1	102	103	0	100	4	100	-1	0
C=CCOC(=O)C1=C[C@H](C2CC2)[C@@H](CCCO)[C@H](OCC)O1	104	104	12	94	-3	103	43	4
CCc1ccccc1NC(=O)CN(C)C(=O)c1cc(C2CC2)nn1-c1ccccc1	96	117	5	97	2	91	2	0
CCn1cc(C(=O)NC2CCCCC2)c(=O)c2ccc(C)nc21	98	91	-6	99	9	105	-1	3
COC(=O)c1cc2ccc(OC)cc2c2cc(OC)c(OC)cc12	89	101	2	93	0	90	1	14
